Bioassay records: PubChem, several laboratories
Wee1 degr inh: Wee1 degradation inhibitors, primary screen, cell-based, HeLa, Wee1K328M-luciferase, luminescence; HeLa Luc-Wee1K328M stability; 100% = proteasome inhibitor MG132 effect; reporter increase, % at 5 µM; actives 1.2% (n = 220,000);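 active = activation above the mean of all tested compounds plus 3 SD, set per screening run, cut at about 8.8% in these data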;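 note: cells exposed to compound for 20 h before luminescence read; 0% = DMSO alone and 100% = MG132 at 30 µM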
p97 ATPase inh: inhibitors of human p97 ATPase, primary screen, biochemical; Transitional endoplasmic reticulum ATPase (Homo sapiens), P55072; recombinant p97 ATPase, Kinase-Glo ATP luminescence, 3 h; inhibition, % at 8 µM; actives 0.42% (n = 220,000); in the data active = inhibition above about 15%;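 note: 0% = DMSO vehicle and 100% = wells lacking enzyme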
KCC2 mod: KCC2 cotransporter modulators, thallium flux, primary screen, cell-based, HEK293 KCC2, FluoZin-2 fluorescence, MLSMR | actives 2.2% (n = 190,000) | B-score of Tl+ flux slope (higher = more flux/activation; lower = inhibition) at 10 µM | AID 1456, 2008 | KCC2 cells, thallium flux FluoZin-2 fluorescence;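 active = thallium flux slope and its plate-corrected score both differing from the plate sample mean at a set confidence after two filtering rounds, in either direction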;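 note: slope of fluorescence scaled to starting intensity during 10 to 20 s after thallium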
Furin inh: human furin inhibitors, primary screen, biochemical, fluorescence intensity. actives 0.061% (n = 220,000). P09958. inhibition, % at 30 µM. purified furin, fluorogenic substrate cleavage; in the data active = inhibition above about 25%; note: inactives centre near -15
Target sequence (P09958 108-714 limits assumed): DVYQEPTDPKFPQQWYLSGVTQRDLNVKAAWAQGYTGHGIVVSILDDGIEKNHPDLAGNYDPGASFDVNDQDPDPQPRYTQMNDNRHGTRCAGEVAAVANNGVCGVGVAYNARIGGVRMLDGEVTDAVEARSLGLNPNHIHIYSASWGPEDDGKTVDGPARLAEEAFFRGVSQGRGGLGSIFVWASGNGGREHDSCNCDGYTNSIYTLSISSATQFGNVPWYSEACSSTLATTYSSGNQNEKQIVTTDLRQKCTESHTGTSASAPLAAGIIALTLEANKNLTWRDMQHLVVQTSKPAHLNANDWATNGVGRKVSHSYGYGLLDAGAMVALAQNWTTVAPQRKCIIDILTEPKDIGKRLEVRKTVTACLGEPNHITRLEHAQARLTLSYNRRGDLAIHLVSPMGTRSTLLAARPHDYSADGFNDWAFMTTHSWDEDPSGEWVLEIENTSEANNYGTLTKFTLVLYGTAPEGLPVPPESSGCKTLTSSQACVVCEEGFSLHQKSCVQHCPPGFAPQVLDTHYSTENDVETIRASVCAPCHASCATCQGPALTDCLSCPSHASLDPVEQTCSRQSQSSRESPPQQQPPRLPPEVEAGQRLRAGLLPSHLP
Thrombin inh: human alpha-thrombin inhibitors, primary screen, counter-screen for coagulation protease inhibitor project, biochemical, 1536-well, fluorogenic AMC substrate; Boc-VPR-AMC fluorogenic substrate cleavage; inhibition, % at 5 µM; actives 0.26% (n = 220,000); AID 1046, 2008;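 active = inhibition at or above 40%; inactive = inhibition below 40%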;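 note: 0% = enzyme with no compound and 100% = wells without enzyme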
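Assay system: human alpha-thrombin enzyme. Reagent: Boc-VPR-AMC substrate, 15 µM final. Compound dosing: one concentration per compound, 5 µM, with 0.2% DMSO. Incubation: room-temperature reaction. Technique: AMC fluorescence, 355/460 nm. Measure: % inhibition relative to enzyme controls and enzyme-free blanks.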
FXIIa inh: human FXIIa protease inhibitors, primary screen, biochemical, 1536-well; Coagulation factor XII (Homo sapiens), P00748; purified FXIIa, Boc-QGR-AMC fluorogenic substrate, 2 h; inhibition, % at 5 µM; actives 0.3% (n = 220,000); in the data active = inhibition above about 40%;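 note: 0% = enzyme with no compound and 100% = blank without enzyme; many of its hits are not listed in these tables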
hK5 inh: human KLK5 protease inhibitors, primary screen, biochemical, 1536-well; Kallikrein-5 (Homo sapiens), Q9Y337; recombinant hK5, fluorogenic AMC substrate cleavage; inhibition, % at 5 µM; actives 0.59% (n = 210,000);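 active = inhibition of 40% or more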;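 note: 0% = enzyme controls without compound and 100% = no-enzyme blanks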
Target sequence (Q9Y337 67-293 limits assumed): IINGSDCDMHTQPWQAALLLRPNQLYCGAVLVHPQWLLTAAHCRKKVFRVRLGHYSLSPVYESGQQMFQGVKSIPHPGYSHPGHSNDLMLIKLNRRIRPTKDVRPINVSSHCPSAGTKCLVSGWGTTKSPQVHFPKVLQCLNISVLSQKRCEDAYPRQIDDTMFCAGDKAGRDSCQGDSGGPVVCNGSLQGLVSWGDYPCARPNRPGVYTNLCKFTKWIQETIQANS
FXIa inh 1536: human FXIa protease inhibitors, primary screen, biochemical, 1536-well. actives 0.14% (n = 220,000). Coagulation factor XI (Homo sapiens), P03951. inhibition, % at 5 µM. purified FXIa, Boc-Glu-Ala-Arg-AMC fluorogenic substrate;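 active = inhibition of at least 40%; inactive = inhibition below 40%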;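 note: fluorescence of freed AMC excited at 355 nm; 0% = enzyme without compound and 100% = no enzyme blank; many of its hits are not listed in these tables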
PERK inh: block of dimerizer-induced PERK translation repression, primary screen, PERK inhibitor project, CHO PERK-DD cells, SEAP luminescence, HTS. CHO PERK-DD fusion, SEAP luminescence translation reporter. inhibition, % at 5.6 µM. actives 0.17% (n = 220,000). AID 1416, 2008;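 active = inhibition above the mean inhibition of all tested compounds plus 3 SD, set separately per screening campaign, cut at about 2.9% in these data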;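 note: PERK kinase domain activated by AP20187 dimerizer at 100 nM; 0% = DMSO with dimerizer and 100% = rapamycin at 8.4 µM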
* marks the source's active call; other numbers are inactive results; . = not tested or not shown; [ ] = another dose, or the depositor's remark.

1) CCOc1ccc(C(=O)Nc2c3c(nn2C(C)(C)C)CSC3)cc1OCC
2) CN(CC(=O)NC1CCCc2ccccc21)C1CCCCC1 (stereo not drawn)
3) Cc1cc(OCC(=O)NCCN2CCOCC2)ccc1Br
4) Cc1ccc(C)c(NC(=O)CSc2nnc(-c3ccncc3)n2N)c1
5) CC(C)c1cc(C(=O)N/N=C/c2cccnc2)n[nH]1
6) C#CCOCCOCCOCCNc1nc(N2CCN(C(=O)[C@H]([C@@H](C)CC)n3cc([C@@H](N)Cc4ccc(O)cc4)nn3)CC2)nc(N2CCN(C(=O)[C@H](CCCCN)n3cc([C@@H](N)CO)nn3)CC2)n1
7) CN1CCN(NC(=O)c2ccc(Br)c(S(=O)(=O)N3CCOCC3)c2)CC1
8) NC(=O)Cc1cn(-c2ncc(C(F)(F)F)cc2Cl)c2ccccc12
Assay by compound,1,2,3,4,5,6,7,8
Wee1 degr inh,2,5,-2,-2,0,4,-2,0
p97 ATPase inh,-1,0,6,-8,4,2,7,-5
KCC2 mod,.,0.24,-0.093,.,-1.3,0.0078,-0.16,.
Furin inh,-9,-19,-19[20 µM],-12,-26,-17,-30,-3[20 µM]
Thrombin inh,2,3,-7,-11,-4,28,-1,-9
FXIIa inh,8,7,5,9,8,23,12,11
hK5 inh,-4,10,1,-14,-3,18,-7,-23
FXIa inh 1536,-2,-3,-5,-11,-4,9,6,3
PERK inh,-1.8,-0.1,1.6,0.4,0.3,-0.7,0.0,-0.8

9) O=C(N1CCN(c2ccccn2)CC1)N1c2ccccc2Sc2ccccc21
10) O=C(c1c[nH]c2ccccc2c1=O)N1CCCCCC1
11) Cc1ccc(-c2noc(CNc3ccccc3)n2)cc1
12) CCC(C)(C)NC(=O)C(c1ccc(C)cc1)N(Cc1ccco1)C(=O)Cn1nnc2ccccc21 (stereo not drawn)
13) Cc1ccc2[nH]c(=O)c(CN(Cc3ccccc3)Cc3nnnn3C3CCCC3)cc2c1
14) CC(=O)c1ccc(N2CCN(C(=O)/C=C/c3ccc4ccccc4n3)CC2)cc1
15) CCOC(=O)c1ccc(Cl)c(NC(=O)c2ccc(-c3ccccc3)cc2)c1
16) COCCn1c(-c2ccccc2)csc1=Nc1cccnc1
Assay by compound,9,10,11,12,13,14,15,16
Wee1 degr inh,-2,-1,1,0,-2,1,-2,0
p97 ATPase inh,-3,6,0,-3,4,1,1,-1
KCC2 mod,0.037,0.66,.,-0.71,-0.055,-1.4,.,-0.29
Furin inh,-20,-24,-22[20 µM],-14[20 µM],-5,-22,-16[20 µM],-22
Thrombin inh,-3,-1,2,-1,-2,2,-4,-5
FXIIa inh,8,2,13,12,-17,.,-6,0
hK5 inh,-13,-4,-10,-6,-9,1,5,-3
FXIa inh 1536,-2,-4,6,3,-7,3,-2,-3
PERK inh,-0.3,1.2,0.6,0.6,1.4,-0.9,1.0,-0.3

17) Cc1ccc(C)c(-n2ccnc2SCC(=O)O)c1
18) COc1ccc(C(=O)NNC(=O)CN2CCC(n3nnc4cc(C)ccc43)CC2)cc1
19) COc1cc(C(=O)N(Cc2cccnc2)Cc2cc3cc4c(cc3[nH]c2=O)OCCO4)cc(OC)c1OC
20) CC[N+](CC)(CC)CCCCOc1ccc2c(c1)C(=O)c1cc(OCCCC[N+](CC)(CC)CC)ccc1-2
21) COc1ccc(CCN(/C=C2\Sc3ccccc3C2=O)C(C)=O)cc1OC
22) O=C(Nc1ccc2cn[nH]c2c1)c1ccc(S(=O)(=O)N2CCOCC2)cc1
23) O=C(OCCN=C1NS(=O)(=O)c2ccccc21)c1ccco1
24) NS(=O)(=O)c1ccc(NC(=S)Nc2nn(Cc3ccc(Cl)cc3Cl)cc2Cl)cc1
Assay by compound,17,18,19,20,21,22,23,24
Wee1 degr inh,-1,-3,-1,-3,-4,3,0,2
p97 ATPase inh,6,4,2,-2,0,4,-3,-1
KCC2 mod,-2.4,-0.2,.,1.8,-0.99,-0.71,2.1,1.2
Furin inh,-16[20 µM],-16,-6[20 µM],-13,-2,-17,-20,-8
Thrombin inh,-3,3,1,-7,-5,-5,4,-5
FXIIa inh,-1,14,13,12,7,5,13,15
hK5 inh,1,-18,-15,-1,22,.,5,-12
FXIa inh 1536,-19,7,-1,0,-16,-1,0,10
PERK inh,0.1,0.0,1.4,1.5,0.2,1.2,-0.3,0.1

25) COc1cc(Cl)ccc1NC(=S)N(CCCN1CCOCC1)Cc1cn(C)c2ccccc12
26) Cc1cc(NC(=O)C(C)C)ncc1NC(=O)CCc1ccccc1
27) CCCCCCn1cnc2c(oc3nc4c(cc32)CCCC4)c1=O
28) COc1cc(/C=N/Nc2ccccc2)ccc1OC(=O)c1cccs1
29) COc1ccc(NC2C=CS(=O)(=O)C2)cc1 (stereo not drawn)
30) CN1CCN(C(=O)/C(C#N)=C/c2ccc(F)cc2)CC1
31) CCOC(=O)N1CCN(c2nc(-c3ccc(OC)cc3)no2)CC1
32) C1CCN(Cc2nnnn2C2CCCC2)CC1
Assay by compound,25,26,27,28,29,30,31,32
Wee1 degr inh,-2,1,-1,5,6,-1,3,1
p97 ATPase inh,1,3,7,6,0,7,-2,0
KCC2 mod,-0.51,-0.044,0.12,0.29,0.57,-0.19,0.073,.
Furin inh,-28,-23,-9,-13,-11[20 µM],-22,-17,-13[20 µM]
Thrombin inh,-3,-2,-1,-6,2,-6,-1,-6
FXIIa inh,8,3,12,30,6,2,8,-4
hK5 inh,-8,12,1,-9,4,-7,-5,-8
FXIa inh 1536,5,-13,8,21,5,-2,-4,-6
PERK inh,-0.9,1.2,-0.2,0.1,0.4,1.7,-0.4,1.0

33) OCCN(Cc1ccccc1)C(=S)Nc1ccc(F)cc1
34) CC(=O)Oc1ccc2ccccc2c1C(NC(=O)Cc1ccccc1)c1ccccc1 (stereo not drawn)
35) COc1ccccc1-c1nnc(SCC(=O)NCc2cccs2)n1N
36) COc1ccc(-c2noc(CCC(=O)NC3CCCCC3)n2)cc1OC
37) Cc1c(C(=O)NCCCc2ccccc2)cccc1[N+](=O)[O-]
38) C/C(CCC(C)C)=N\NC(=S)Nc1cc(S(=O)(=O)N2CCOCC2)ccc1N1CCOCC1
39) CCNc1nc(NCC)n2c(SCC(=O)N3CC4(C)CC3CC(C)(C)C4)nnc2n1 (stereo not drawn)
40) O=C(N/N=C/c1cn(-c2ccccc2)nc1-c1ccccc1)c1ccco1
Assay by compound,33,34,35,36,37,38,39,40
Wee1 degr inh,-1,-2,-3,2,1,2,2,0
p97 ATPase inh,1,-6,1,3,1,5,-5,-1
KCC2 mod,0.72,.,0.12,.,-1.5,1.4,-0.86,0.0086
Furin inh,-16,-15[20 µM],-24,-21,-11,-14,-21,-13[20 µM]
Thrombin inh,-5,-2,4,-3,-5,-6,-14,-3
FXIIa inh,2,-2,12,8,10,4,-2,21
hK5 inh,-8,-24,6,-22,-10,-18,-9,-2
FXIa inh 1536,-5,-8,3,-8,3,0,-8,3
PERK inh,0.5,-1.0,0.4,0.8,0.7,0.0,-0.5,-1.0

Exported tab-delimited: three of the compounds above
No.	compound	Wee1 degr inh	p97 ATPase inh	KCC2 mod	Furin inh	Thrombin inh	FXIIa inh	hK5 inh	FXIa inh 1536	PERK inh
37	Cc1c(C(=O)NCCCc2ccccc2)cccc1[N+](=O)[O-]	1	1	-1.5	-11	-5	10	-10	3	0.7
38	C/C(CCC(C)C)=N\NC(=S)Nc1cc(S(=O)(=O)N2CCOCC2)ccc1N1CCOCC1	2	5	1.4	-14	-6	4	-18	0	0.0
39	CCNc1nc(NCC)n2c(SCC(=O)N3CC4(C)CC3CC(C)(C)C4)nnc2n1 (stereo not drawn)	2	-5	-0.86	-21	-14	-2	-9	-8	-0.5

Next part
41) CS(=O)(=O)N(CC(=O)Nc1cccc(Cl)c1Cl)c1ccccc1
42) CCOC(=O)c1ccc(NC(=S)NC2CC(C)(C)NC(C)(C)C2)cc1
43) O=C(CCc1c[nH]c2ccccc12)N/N=C/c1ccc2c(c1)OCO2
44) O=C(NNS(=O)(=O)c1ccc(Br)cc1)c1csnn1
45) Cc1noc(C)c1S(=O)(=O)N1CCC(C(=O)NCCC2=CCCCC2)CC1
46) CC1CCC(NC(=O)c2ccc(/C=C3\Oc4ccccc4N(C)C3=O)cc2)CC1 (stereo not drawn)
47) CC1(C)Cc2ccccc2-c2nc(NCCO)n(-c3ccccc3)c(=O)c21
48) CCOc1cc(C)c(Cl)cc1S(=O)(=O)N(CC)CC
Assay by compound,41,42,43,44,45,46,47,48
Wee1 degr inh,-1,2,0,0,-2,8,1,-4
p97 ATPase inh,-4,8,2,9,2,3,2,-2
KCC2 mod,-0.093,-0.23,0.82,0.032,0.21,-2.4,-0.32,-0.75
Furin inh,-10[20 µM],-14[20 µM],-23,-19,-22[20 µM],-22,-58,-21[20 µM]
Thrombin inh,-4,-2,3,-2,-4,-13,-1,1
FXIIa inh,8,14,2,6,1,-7,18,15
hK5 inh,-3,3,-9,-9,-2,-21,-96,-20
FXIa inh 1536,-2,6,-4,1,-9,-9,19,4
PERK inh,-0.3,-0.5,2.0,1.6,-0.2,0.5,-0.3,1.0

49) C=CCOC(=O)C1=C[C@H](c2ccccc2)[C@@H](CCCO)[C@H](OCC)O1
50) CSc1nn(-c2ccc(C(=O)OC(C(=O)NC(N)=O)C(C)C)cc2)c(=S)s1 (stereo not drawn)
51) CCOC(=O)C1CCCN(C(=O)Cn2nc(CC)n3c(cc4sccc43)c2=O)C1 (stereo not drawn)
52) Cc1cc(CN(C)C(=O)c2cc(COc3ccc4ncccc4c3)on2)on1
Assay by compound,49,50,51,52
Wee1 degr inh,-2,-1,3,2
p97 ATPase inh,-1,0,-4,-3
KCC2 mod,1.5,-0.38,0.016,-2.3
Furin inh,-17,-11,-23,-31
Thrombin inh,-7,-8,0,0
FXIIa inh,3,3,10,11
hK5 inh,-1,-5,-14,.
FXIa inh 1536,-3,-4,-2,4
PERK inh,1.0,-0.2,-0.8,0.3
